PPC-1+TRAIL kill – PPC-1 cancer cell killing with TRAIL present; actives 0.41% (n = 220,000); AID 1443; cell killing (% activity), % at 4 µM; PPC-1 cells + TRAIL, ATPLite viability luminescence;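 active = cell killing above 50% in the first pass at 4 µM, then a duplicate retest at 5 µM averaging 50% or more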;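 also: plate controls were cells with TRAIL plus DMSO for no effect and medium-only wells lacking cells for full effect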
14-3-3 Bad PPI – disrupts binding of bovine 14-3-3 zeta to phospho-Bad peptide; P63103; TR-FRET 14-3-3zeta/Dy647-pBad peptide displacement, 1 h; inhibition, % at 21.7 µM; actives 0.71% (n = 220,000); AID 781;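 active = inhibition above about 70%, limit read from the data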;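 also: 0% = full 14-3-3 plus peptide FRET controls and 100% = background without 14-3-3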
Target sequence (P63103 whole entry, looked up): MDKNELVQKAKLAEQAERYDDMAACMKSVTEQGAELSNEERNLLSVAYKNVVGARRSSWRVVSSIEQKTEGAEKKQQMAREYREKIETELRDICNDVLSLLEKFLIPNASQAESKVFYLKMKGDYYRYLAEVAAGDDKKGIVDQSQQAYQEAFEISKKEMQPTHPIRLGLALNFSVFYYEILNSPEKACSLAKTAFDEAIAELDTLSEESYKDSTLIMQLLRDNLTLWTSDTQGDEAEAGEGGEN
TRPML3 ag – human mucolipin-3 channel agonism; Q8TDD5; HEK293 TRPML3-YFP, Fluo-8 calcium fluorescence; 100% = the carbachol control signal; activation, % at 3 µM; actives 0.29% (n = 220,000); AID 1448;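 active = activation above its plate's cutoff, the mean activation of the plate's test wells plus 3 SD, cut at about 12% in these data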;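 also: 0% = DMSO only wells and 100% = carbachol wells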
Target sequence (Q8TDD5 whole entry, looked up): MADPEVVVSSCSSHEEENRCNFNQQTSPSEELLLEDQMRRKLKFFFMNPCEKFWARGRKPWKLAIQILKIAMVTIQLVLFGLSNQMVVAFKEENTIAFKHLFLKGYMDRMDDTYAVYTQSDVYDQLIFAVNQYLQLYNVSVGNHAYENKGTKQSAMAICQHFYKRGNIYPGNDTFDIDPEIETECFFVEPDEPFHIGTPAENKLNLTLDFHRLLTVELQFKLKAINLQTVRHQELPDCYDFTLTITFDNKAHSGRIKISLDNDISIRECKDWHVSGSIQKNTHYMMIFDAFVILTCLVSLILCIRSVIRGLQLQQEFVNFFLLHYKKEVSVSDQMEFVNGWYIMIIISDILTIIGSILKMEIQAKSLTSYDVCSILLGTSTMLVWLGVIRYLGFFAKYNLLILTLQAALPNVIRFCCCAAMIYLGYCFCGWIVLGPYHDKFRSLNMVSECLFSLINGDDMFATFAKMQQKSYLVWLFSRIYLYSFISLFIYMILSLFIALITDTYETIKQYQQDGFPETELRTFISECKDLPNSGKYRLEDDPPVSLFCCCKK
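Material: TRPML3-YFP stable HEK293 cells | Dosing: One concentration, 3 µM nominal, 0.3% DMSO | Timing: 125 s total fluorescence read per well | Technique: Fluo-8 calcium dye fluorescence, ex 470-495, em 515-575 nm | Measure: Percent activation from peak-to-basal fluorescence ratio, scaled between DMSO and carbachol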
NPY Y1 blocker – NPY-Y1 (human) receptor antagonism. actives 1% (n = 200,000). inhibition, % at 3.6 µM. P25929. AID 1040. HEK293-CNG Y1 cells, membrane potential fluorescence; NPY at EC95, then isoproterenol;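 active = inhibition above the campaign mean inhibition of all tested compounds plus 3 SD, cut at about 20% in these data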;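 also: 0% = DMSO wells given NPY plus isoproterenol and 100% = isoproterenol alone without NPY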
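Material: Y1- and CNG-channel-expressing HEK293 cells / Probe or stimulus: NPY 25 nM then isoproterenol 1 µM plus Ro 20-1724 25 µM / Doses: 3.6 µM single dose, DMSO 0.4% / Schedule: compound incubation 1 h at room temperature, readout 45 min post-stimulation / Signal: membrane potential fluorescence / Benchmarks: isoproterenol-only wells as full block versus NPY-plus-isoproterenol wells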
PGE2 EP2 inh – inhibitors of human EP2 prostaglandin E2 receptor; P43116; C6 glioma cells expressing human EP2, cAMP TR-FRET; cells stimulated with saturating PGE2; inhibition, % at 25 µM; actives 0.52% (n = 260,000); AID 1422;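 active = percent inhibition above 40 after rounding to a whole number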;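 also: rat C6 glioma host cells with rolipram phosphodiesterase inhibitor present; the protocol text gives 20 µM as final concentration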
EP2 mod – EP2 receptor (human) modulation. EP2-expressing cells, cAMP HTRF FRET, PGE2 co-stimulation. AID 940. actives 0.83% (n = 260,000). induction, % at 25 µM. P43116;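 active = compounds whose cAMP rise, as percent of the full-agonist control response, exceeds 60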;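 also: rat C6 glioma line stably carrying human EP2 under a CMV promoter; the protocol text gives 20 µM as final concentration; 100% = response of wells given 1 µM PGE2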
CHOP inh – blocks CHOP induction under ER stress. CHO-K1 CHOP-promoter luciferase, tunicamycin-induced, 15-18 h. inhibition, % at 10 µM. actives 3.8% (n = 220,000);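 active = compounds that reduced the stress-induced luciferase reporter signal by more than about 70% of percent inhibition, limit read from the data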;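 also: 0% = tunicamycin plus vehicle and 100% = wells without tunicamycin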
NPY1 pot ag – potentiators or agonists of human neuropeptide Y receptor Y1 | P25929 | NPY-Y1 expressing cells, potentiator/agonist activation | activation, % at 3.6 µM | actives 0.37% (n = 220,000) | AID 1304; in the data active = activation above about 33%, passing the limit was not always enough;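 also: cells stimulated with NPY at EC10 then isoproterenol at EC100; 0% = low agonist plus stimulus and 100% = saturating agonist plus stimulus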
zfTRPN1 agonist – zebrafish TRPN1 (NompC) channel agonism. HEK293 zebrafish TRPN1-YFP, Fluo-8 calcium fluorescence; 100% = response to 87 µM carbachol. activation, % at 3 µM. actives 0.18% (n = 220,000). AID 1424;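 active = activation above its plate's cutoff, the mean activation of test wells on that plate plus 3 SD, cut at about 19% in these data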;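 also: 0% = DMSO alone and 100% = 87 µM carbachol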
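Control set: carbachol 87 µM as high control, DMSO as low control; system: HEK293 stable line with zebrafish TRPN1-YFP; read-out: % activation versus carbachol response; detection: intracellular calcium fluorescence with Fluo-8; doses: single test compound dose, 3 µM nominal, 0.3% DMSO; schedule: dye 1 h 37 °C plus 30 min RT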
* marks the source's active call; other numbers are inactive results; . = no result given; & = joins results of further samples; [ ] = another dose, or the depositor's remark. Some of the compounds tested. The share of hits here may be higher or lower than overall.

Under each structure: PPC-1+TRAIL kill	14-3-3 Bad PPI	TRPML3 ag	NPY Y1 blocker	PGE2 EP2 inh	EP2 mod	CHOP inh	NPY1 pot ag	zfTRPN1 agonist
Cc1ccc(NC(=O)CCC(=O)OCC(=O)c2ccc(Oc3ccc([N+](=O)[O-])cc3)cc2)c(C)c1
→ -20	1	0.8	-2	8	-16	9	4	2.9
Cc1cc(CNC(=O)Cc2ccccc2)c2ccccc2n1
→ -14	2	0.4	6	17	-5	24	-15	0.8
COc1cc(C(=O)NCCC(=O)NCCCN2CCCCC2C)cc(OC)c1OC (configuration not stated)
→ 23	-7	-0.1	0	5	-7	2	4	0.7
Cc1oc2cc3c(C(=O)N4CCN(c5ccccc5)CC4)c(C)oc3cc2c1C(=O)N1CCN(c2ccccc2)CC1
→ .	.	0.1	7	.	.	.	4	0.6
CSc1ncc(CN2CCCC(C(=O)c3ccc(C(C)(C)C)cc3)C2)cn1 (configuration not stated)
→ .	-15	-0.2	14	4	24	12	-4	-0.7
C=CCn1c(SCC(=O)NC2CCCc3ccccc32)nnc1-c1ccncc1 (configuration not stated)
→ -5	-29[fluorescence artefact?]	0.9	3	9	-29	5	13	1.5
O=C(c1ccc2c(c1)OCO2)N1CCN(c2ccccn2)CC1
→ 6	6[fluorescence artefact?]	-0.5	-2	9	3	-46	-16	2.2
CNc1ccc(Cl)cc1C(N)=O
→ 14	-11	0.7	.	7	-26	20	7	0.3
Cc1ccc(C(C)C)c(OCC(=O)Nc2ccc3c(c2)nc(CN2CCCC2)n3C)c1
→ 20	-7	0.9	6	12	3	22	-28	0.6
CS(=O)(=O)/C(C#N)=C/c1c(-c2ccccc2)nc2n1CCS2
→ 11	1	1.5	.	13	13	-4	5	1.1
CC(=O)c1cnc(-c2ccccc2)s1
→ 1	-12	-0.1	4	6	-9	-10	-14	-1.3
COc1ccc(-c2csc(NC(=O)CSc3ccc(Br)cc3)n2)c(OC)c1
→ 17	26	0.7	-4	4	-9	3	-5	-0.5
COC(=O)c1[nH]c2ccc(C)cc2c1NC(=O)C(C)N1CCN(C2CCCCC2)CC1 (configuration not stated)
→ -16	8[fluorescence artefact?]	0.0	-1	15	-12	8	6	0.7
CCOC(=O)C(C(=O)Nc1nc2ccccc2s1)C1CCCCC1 (configuration not stated)
→ 12	-7	0.0	12	12	14	74*	-17	1.1
O=C(CN1C(=O)c2ccccc2C1=O)N1CCN(c2nnc(-c3ccccc3)c3ccccc23)CC1
→ 0	1	-0.4	3	17	16	30	-12	-0.8
COc1ccc(OC2C(=O)N(Cc3ccc(F)cc3)C2c2cc(OC)c(OC)c(OC)c2)cc1 (configuration not stated)
→ 12	6	-0.2	4	6	9	-18	12	-1.4
Cc1cc(NCCN2CCOCC2)c2ccc3ccccc3c2n1
→ .	-4	0.9	4	7	-63	-18	-16	1.6
O=C(c1ccco1)N1CCN(c2ncnc3c(-c4ccccc4)nsc23)CC1
→ -6	-14	0.6	10	3	-26	21	4	0.0
O=C(CNC(=O)c1ccccc1O)N/N=C/c1cc(Br)ccc1OC(=O)/C=C/c1ccco1
→ .	23	1.1	2	10	-47	9	6	1.7
COc1ccc(Cl)cc1N1CCN(CCNC(=O)Nc2ccccc2C)CC1
→ 4	0	1.1	5	.	-59	49	-20	0.8
CC(C)Oc1ccc(N2CC(C(=O)OCC(=O)NCc3ccccc3)CC2=O)cc1 (configuration not stated)
→ 6	-11	0.8	0	4&5	1&1	-9	-2	-0.1
CCOc1ccc(C2C(C(=O)OC)=CN(CCOC)C=C2C(=O)OC)cc1
→ -5	-15	0.3	2	11	35	19	-12	0.1
O=C(c1ccccc1)c1ccccc1C(=O)c1ccccc1
→ -15	-11	-1.1	.	12	32	7	-4	-2.2
CCCCN(CCCNC(=O)C1CCCN(S(=O)(=O)CC)C1)Cc1ccccc1 (configuration not stated)
→ 8	-5	0.1	-2	13	33	-5	2	-0.4
CCCCCn1c(=O)c(C(=O)OCC)c(O)c2ccccc21
→ 11	7	0.5	-1	7	2	25	14	-0.6
CC(C)NC(=O)/C(C#N)=C/c1ccc(N(C)C)o1
→ -32	4	4.4	.	4	3	1	14	6.9
Cc1oc2ccc(O)c(CN(C)C)c2c1C(=O)c1ccccc1
→ .	1	0.3	2	11	-53	17	47*	0.7
Cc1cccc(NC(=O)CSc2nc(COc3ccccc3)nc3ccccc23)c1C
→ 20	-1	0.5	6	23	33	28	2	-0.4
COc1ccc(OCC(=O)Nc2cccc(C(=O)Nc3ccccc3C(=O)O)c2)cc1
→ 12	-26	0.2	3	10	-20	18	-1	-1.6
O=C(CSc1nnc(SCc2cccc3ccccc23)s1)N/N=C/c1c[nH]c2ccccc12
→ 3	-5[fluorescence artefact?]	0.7	-1	0	6	105*	-3	1.2
Cc1cccc(C)c1OCC(=O)NNC(=O)Nc1ccc(Cl)cc1
→ 5	5	0.7	9	5	-5	31	2	0.2
O=C(Oc1ccc(-c2nnco2)cc1)N1CCOCC1
→ 5	-4	0.9	-9	30	10	-14	5	2.1
COc1ccc(CNC(=O)CCSCc2cccc(Cl)c2)c(OC)c1
→ 6	-15	0.0	5	7	-10	18	-43	-2.3
Cc1cccc(NC(=O)NNC(=O)COc2ccc(Cl)cc2)c1
→ 14	3	0.0	6	10	-14	48	-11	0.7
CC(C)(C)NC(=O)CSc1nnnn1C(C)(C)C
→ 8	5[fluorescence artefact?]	-0.4	3	9	19	36	-27	1.7
O=C(c1ccccc1)c1cncc(Br)c1
→ 12	-22	0.8	1	10	34	11	7	0.4
FC(F)(F)c1ccc(C2[C@H]3CN(CC4CCCCC4)[C@H](c4ccccc4)C34CC2(c2cccnc2)C4)cc1 (some centres not stated)
→ 15	-3	.	.	15	-3	8	.	.
O=C1CCCCC1C(Nc1ccc(Cl)cc1)c1ccccc1 (configuration not stated)
→ 20	-10	-0.4	0	8	33	94*	8	-1.8
CCCCN(C)C(=O)Cc1c(OC)ccc2cc(Br)ccc12
→ 0	10[fluorescence artefact?]	-0.1	21*	13	-10	52	-16	-0.2
COC(=O)/C(=C/N(C)C)C(=O)N1CCN(c2ccc(Cl)c(Cl)c2)CC1
→ 12	-8	1.4	0	9	-16	40	14	2.9
Cc1oc2cc(O)cc(O)c2c(=O)c1-c1ccc2c(c1)OCCCO2
→ 6	-5	-0.4	3	-4	15	14	31	-0.6
Cc1ccc(Nc2nc(C)cc(C)c2C(N)=O)cc1
→ 12	-11[fluorescence artefact?]	0.4	2	17	6	0	4	-1.8
OC(COc1ccccc1CNCc1cccnc1)CN1CCc2ccccc2C1 (configuration not stated)
→ 2	-7	1.4	17	7	-9	5	-1	0.2
CCOC(=O)c1ccc(NC(=S)N2CCC(O)CC2)cc1
→ 20	-22	0.6	-5	8	11	2	-4	2.7
COc1nc(N(C#N)CC(N)=O)nc(N2CCCC2)n1
→ -22	-12	0.6	-3	3	22	-1	-15	-1.5
CCOC(=O)c1[nH]c(C)c(C(=O)Nc2ccc(C)c(C)c2)c1C
→ -5	1	-0.1	0	8	-12	19	0	-1.2
Cc1cc(C)c2c(CC(=O)NCc3ccco3)coc2c1
→ 18	-1[fluorescence artefact?]	-0.8	7	12	22	42	16	-2.7
CC#CC#Cc1cccc(=O)o1
→ 1	7	0.8	.	3	9	-20	1	-0.5
Cc1nc2c(nnn2Cc2ccccc2)c(=O)n1-c1ccccc1
→ 15	3	0.9	0	.	4	7	-15	2.0
COc1ccc(-c2ccc(/C=C3/C(=N)N4C(C)=CSC4=NC3=O)o2)c([N+](=O)[O-])c1
→ 22	62	0.3	-6	10	-21	14	-19	1.2

(cont.)
Under each structure: PPC-1+TRAIL kill	14-3-3 Bad PPI	TRPML3 ag	NPY Y1 blocker	PGE2 EP2 inh	EP2 mod	CHOP inh	NPY1 pot ag	zfTRPN1 agonist
CCOC(=O)C(C)NC(=O)C(NC(=O)C1CCC(CC)CC1)C(C)C (configuration not stated)
→ 25	11	0.5	9	0	-7	40	2	-0.9
CCOC(=O)c1cccc(NC(=O)CCc2c(C)nc3ncnn3c2C)c1
→ 1	-3	0.0	12	14	14	7	-3	0.9
CC(C)CN1CCC(=O)N([C@H](CSc2ccc(Br)cc2)Cc2ccccc2)CC1
→ 15	-7	.	.	10	46	28	.	.
CC(=O)O/N=C/c1c(C)c(C=O)n2ccccc12
→ -6	-13	0.8	-8	12	14	31	2	0.8
CNC(=O)N(O)C1N(/N=C/c2ccccc2O)C(=S)SC1(C)C (configuration not stated)
→ 3	-4	0.8	.	6	-5	5	8	0.1
CCOc1ccc(C(=O)NCc2cccs2)cc1
→ 15	8	0.1	9	7	-5	-13	-20	-0.6
CCOC(=O)C1(Cc2ccccc2)CCCN(Cc2ccccn2)C1 (configuration not stated)
→ -16	-12	-0.4	11	14	20	21	8	-0.3
S=C(NCc1cccs1)Nc1ccc(Cl)cc1
→ 11	-25	1.6	-6	25	-19	14	7	6.8

Source: PubChem BioAssay
